# INS promoter inh: TRM-6 insulin promoter activity inhibition; inhibition, % at 2 µM; TRM-6 cells (human fetal islet line), insulin promoter-eGFP reporter, imaging; reporter expression induced with tamoxifen; 0.9% of 130,000 active;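 active = inhibition above the mean plus 3 SD, with well images judged a real hit on visual review, cut at about 60% in these data, passing the limit was not always enough; inconclusive = inhibition over the cutoff but images rejected on review; inactive = inhibition not above the cutoff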
# sdo1 growth: sdo1-depleted yeast growth rescue; S. cerevisiae sdo1-depleted JHY4D growth rescue, OD600 30 h; hits give high values; pdr5 snq2 efflux-pump mutant strain; z-score at 10 µM; 0.21% of 140,000 active; AID 817;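 active = z-score above 3 at both the 24 hr and the 30 hr optical density reads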;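 also: z-score against mean and SD of all compound wells on the same plate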
# sdo1 growth Rescue 24 h: further read-out of sdo1 growth, marked with its call; z-score; S. cerevisiae sdo1-depleted JHY4D growth rescue, OD600; measured here: growth rescue at 24 h;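 0 is the plate mean of compound wells and units are plate SD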
# * marks the source's active call; other numbers are inactive results; i = inactive; ? = inconclusive; / = no result given; [ ] = dose if it differs, or a comment.
INS promoter inh | sdo1 growth | sdo1 growth Rescue 24 h | Structure
14.3 | 1.05 | 1.01 | COCC(=O)N(C)C1(c2nnnn2CCOC(=O)Nc2cccc3ccccc23)CCCC1
42.9 | / | / | COc1ccc(N2CCN(C(=O)CN(C)S(=O)(=O)c3ccc4c(c3)c(=O)n(C)c(=O)n4C)CC2)cc1
-60.0 | 0.07 | -0.23 | Cc1ccc(-c2nn(-c3ccccc3)cc2C2CC(c3cccs3)=NN2C(=O)CCCC(=O)O)cc1 (stereo not given)
-19.4 | 0.09 | -0.68 | COc1ccc(CCNC2CC(=O)N(CCc3ccc(OC)c(OC)c3)C2=O)cc1 (stereo not given)
-31.0 | 1.05 | 1.05 | CC(C)Cc1nc2n[nH]c(N)c2c2c1COC(C)(C)C2
-20.0 | -0.23 | -0.97 | COc1cc2c(cc1OC)C(C(=O)Nc1ccccn1)C(c1cccnc1)N(C)C2=O (stereo not given)
/ | -2.96 | -1.47 | CCOc1ccccc1-c1nn2c(Cc3ccccc3)nnc2s1
10.0 | 0.54 | 0.28 | CCOC(=O)c1nonc1NC(C)=O
/ | 0.1 | -0.57 | CN(C(=O)CSc1nc(-c2ccc(F)cc2)cs1)C1CCS(=O)(=O)C1 (stereo not given)
/ | -2.21[8.6 µM] | -1.29 | CCOC(=O)C1=C(c2ccccc2)N=c2s/c(=C\c3ccco3)c(=O)n2C1c1cccs1 (stereo not given)
28.6 | 1.19 | 0.53 | CCOc1ccccc1NC(=O)CSc1nnc(CNC(=O)c2ccco2)o1
i | / | / | O=C1c2cccc3c([N+](=O)[O-])ccc(c23)C(=O)N1Cc1cccnc1
59.1 | -1.92 | -1.46 | CN(CC(=O)N1CCc2ccccc21)S(=O)(=O)c1ccc(Cl)cc1
21.1 | -0.71 | -1.41 | CCOc1ccc(NC(N)=O)cc1OCC
11.5 | -1.53 | -1.32 | COc1ccc(OC)c(CN2CCN(C(=O)c3cccc4ccccc34)CC2)c1
38.7 | -1 | -1.26 | CSc1nnc(-c2ccc(F)cc2)o1
-21.4 | 0.58 | -0.42 | CC(C)(C#N)Nc1ccccc1
61.3 | 2.07 | 2.29 | CC(=O)NC(O)C(=O)c1ccccc1 (stereo not given)
-46.4 | 0 | -0.47 | CN(C(=O)COC(=O)c1ccc2c(c1)NC(=O)CS2)C1CCS(=O)(=O)C1 (stereo not given)
-34.8 | -0.74 | -0.49 | CCc1ccccc1NC(=O)/C(=C/c1ccccc1)c1ccccc1
0.0 | -0.62 | 0.25 | CC(C)(C)C(=O)Nc1ccc2oc(-c3cc(F)c(F)cc3Cl)nc2c1
58.6 | 0.63 | 0.81 | O=C(O)c1ccccc1NS(=O)(=O)c1ccccc1C(F)(F)F
/ | 0.53 | 0.31 | CN(C(=O)c1cccc(C#N)c1)c1nnc(C2CCOC2)s1 (stereo not given)
0.0 | 0.14 | 0.19 | CC(=O)c1ccc(NC(=O)C(Cc2ccccc2)NC(=O)c2ccco2)cc1 (stereo not given)
21.4 | / | / | Cc1cc(C)n2nc(C(=O)N/N=C/c3ccccc3Cl)nc2n1
0.0 | / | / | COc1ccc(Cl)cc1NC(=O)CN1CCCC1
65.1 | 0.89 | 0.37 | O=C(CCn1cnc2ccccc21)N/N=C/c1ccc(O)cc1
/ | -2.19 | -1.46 | Cc1ccc2nc(/C(C#N)=C\c3ccc([N+](=O)[O-])o3)[nH]c2c1
-16.9 | 0.87 | 1.15 | O=c1[nH]c(/C(Cl)=C/c2c(F)cccc2Cl)nc2cc(Cl)ccc12
/ | 0.3 | -0.01 | CCc1cccc(C)c1NC(=O)CNCc1ccccc1
-41.7 | / | / | COc1cc(CC(=O)Nc2ccccc2N2CCCCC2)cc(OC)c1OC
13.0 | / | / | O=C1CCC(C(=O)N2CCCC(C(=O)c3ccc4c5c(cccc35)CC4)C2)=NN1 (stereo not given)
/ | 0.21 | 0.83 | N#Cc1c(N)nc(SCC(=O)OCc2ccccc2)c(C#N)c1-c1ccco1
-3.6 | 0.83 | 1.19 | CCOC(=O)CC1=NS(=O)(=O)c2ccccc2N1
/ | 0.03 | -0.62 | CCOC(=O)C(C(=O)OCC)=C1OC(=O)c2ccccc21
-43.8 | -0.1 | -0.31 | Cc1ccc(S(=O)(=O)c2c(COC(=O)c3cccc(Cl)c3)c(-c3ccccc3)nn2C)cc1
20.0 | 0.45 | 0.01 | O=[N+]([O-])c1cccnc1N1CCCCC1
16.1 | -0.45 | -0.18 | Cc1ccccc1NC(=S)NC(NC(=O)COc1ccccc1)C(Cl)(Cl)Cl (stereo not given)
/ | 0.3 | 0.77 | CCn1c2ccccc2c2cc(/C=N/NC(=O)c3ccccc3C)ccc21
18.9 | 0.56 | 1.68 | CCOc1cc(C2NN=C(c3ccccc3)S2)ccc1OCc1ccc(F)cc1 (stereo not given)
/ | 0.18 | -0.26 | CCn1ncc(C2=NOC(C(=O)N3CCN(c4ccccc4)CC3)C2)c1C (stereo not given)
-60.0 | 0.38 | 1.4 | COc1cc(/C=C2\SC(N3CCc4ccccc4C3)=NC2=O)cc(OC)c1OC
-15.8 | -0.3 | -1.92 | O=C(CSc1nnc(-c2ccncc2)n1Cc1ccccc1)Nc1nccs1
-21.4 | / | / | Fc1nc(F)c(F)c(NCCCNc2c(F)c(F)nc(F)c2F)c1F
-25.0 | 0.15 | -0.22 | CCOP(=O)(OCC)C(NC(=O)Nc1ccc(Cl)cc1)C(=O)N(CC)CC (stereo not given)
-3.7 | / | / | Cc1cc2c(c(SCC#N)n1)C(=O)OC2
-37.0 | 0.47 | -0.14 | CC(Cc1cccs1)NC(=O)Nc1ccc(F)cc1 (stereo not given)
23.3 | -0.22 | 0.78 | CCOC(=O)c1c(NC(=O)COC(=O)Cn2c(C(F)(F)F)nc3ccccc32)sc(C)c1C
/ | 0.45 | 0.37 | COc1cc(OC)c(-c2noc(C(=O)OC(C)(C)C)c2C(=O)OC(C)(C)C)c(OC)c1
/ | 0.43 | 0.73 | CC(=O)Nc1ccc(S(=O)(=O)NC(CC(=O)N(C)Cc2ccccc2)C(C)C)cc1 (stereo not given)

# One compound at a time, from the list above. Screens in order: INS promoter inh	sdo1 growth	sdo1 growth Rescue 24 h
# CC(Cc1cccs1)NC(=O)Nc1ccc(F)cc1 (stereo not given) reads -37.0	0.47	-0.14
# Cc1cc2c(c(SCC#N)n1)C(=O)OC2 reads -3.7	/	/
# Cc1ccc2nc(/C(C#N)=C\c3ccc([N+](=O)[O-])o3)[nH]c2c1 reads /	-2.19	-1.46
# Cc1ccccc1NC(=S)NC(NC(=O)COc1ccccc1)C(Cl)(Cl)Cl (stereo not given) reads 16.1	-0.45	-0.18

# The results go on:
INS promoter inh | sdo1 growth | sdo1 growth Rescue 24 h | Structure
4.5 | 0.65 | 0.39 | COc1cccc(-n2c(SC3CCOC3=O)nc3ccccc3c2=O)c1 (stereo not given)
-35.1 | 0.37 | -0.25 | O=C(O)c1cccnc1Sc1ccccc1
71.4* | -1.33 | -0.52 | N#Cc1c(-n2cccc2/C=N/O)sc2c1CCCC2
18.8 | -1.02 | -0.15 | O=c1oc2ccc3ccccc3c2cc1-c1nnc(-c2cccs2)o1
16.7 | 1.44 | 1.36 | NC(=O)c1ccc(NC(=O)CCCc2nc(-c3ccccc3Cl)no2)cc1
/ | -1.99 | -0.57 | CCCCNc1nc(N(C)c2ccccc2)nc(-n2ccnc2)n1
28.1 | -0.52 | -1.21 | CCOc1ccc(/C=C/C(=O)Nc2ccccc2C(F)(F)F)cc1
-78.6 | / | / | CCn1c(=N)n(CC(O)c2cccs2)c2ccccc21 (stereo not given)
-53.9 | 0.22 | -0.68 | COCC(=O)NCc1nc2ccccc2n1Cc1ccccc1F
5.6 | / | / | Cc1cccc2sc(N(CCCN(C)C)C(=O)c3ccco3)nc12
i | 0.45 | 0.29 | CC12CCC(C(=O)N3CCc4ccccc43)(CC1=O)C2(C)C (stereo not given)
-35.7 | / | / | CC(=O)Nc1cccc(N=NN2CCOCC2)c1
/ | -0.4 | -0.69 | CCOC(=O)C1=C(C)OC(N)=C(C#N)C1c1ccc(OC)c(CSc2ccccn2)c1 (stereo not given)
21.4 | 0.62 | 0.38 | CC(=O)Nc1cccc(/C(C)=N/NC(=O)c2cccs2)c1
18.8 | -0.07 | 0.12 | O=C1CCCCCN1C(=O)c1ccc(C(=O)N2CCCCCC2=O)cc1
-25.0 | 0.02 | -0.64 | NS(=O)(=O)c1cc(C(=O)N2CCc3ccccc32)c(Cl)cc1Cl
16.7 | 0.35 | 0.2 | O=C(N/N=C/c1ccncc1)c1ccc(-n2cccc2)cc1
35.7 | / | / | Cc1ccccc1CN1C(=O)c2ccccc2Sc2ccc(C(=O)O)cc21
/ | 0.44 | 0.33 | COc1ccccc1OCc1nc(C#N)c(N2CCC(C(N)=O)CC2)o1
0.0 | / | / | O=C(Nc1ccc(N2CCOCC2)cc1)c1ccccc1SCC(=O)N1CCCC1
-83.3 | / | / | CNCCCOc1ccc(Cl)cc1C(C)(C)C
/ | 0.41 | -0.51 | COc1cc(C(=O)O)ccc1OCC(=O)N1CCOCC1
/ | 0.54 | -0.12 | COc1ccc(S(=O)(=O)Nc2ccc3oc(C)c(C(=O)O)c3c2)cc1
-28.1 | 0.72 | 0.62 | CCC1CCC/C1=N\NC(=O)CCC(=O)Nc1ccccc1Cl (stereo not given)
-10.0 | 1.39 | 0.87 | Cc1ccc(C(=O)Nc2ccc(Oc3ccc(C(=O)O)c(C(=O)O)c3)cc2)cc1C

# As a working copy, some entries already given:
INS promoter inh | sdo1 growth | sdo1 growth Rescue 24 h | Structure
-28.1 | 0.72 | 0.62 | CCC1CCC/C1=N\NC(=O)CCC(=O)Nc1ccccc1Cl (stereo not given)
-10.0 | 1.39 | 0.87 | Cc1ccc(C(=O)Nc2ccc(Oc3ccc(C(=O)O)c(C(=O)O)c3)cc2)cc1C

# Next compounds follow:
INS promoter inh | sdo1 growth | sdo1 growth Rescue 24 h | Structure
40.0 | / | / | Cc1ccc(NC(=S)N(Cc2ccco2)C(C)c2cccs2)c(Cl)c1 (stereo not given)
43.2 | 0.57 | 0.44 | NC(=O)C1CCCN(CCc2ccccc2)C1 (stereo not given)
0.0 | 0.16 | -0.01 | COc1ccc(OC)c(-n2c(-c3cnccn3)n[nH]c2=S)c1
-42.5 | 0.09 | -0.4 | CC(NC(=O)C1CCCN(S(=O)(=O)c2cccc3nonc23)C1)c1ccccc1 (stereo not given)
23.5 | / | / | O=C(Nc1ccccc1C(=O)NCc1cccnc1)c1cccc([N+](=O)[O-])c1
21.4 | / | / | Cc1ccc2c(c1)nc(-n1nc(C)cc1C)c1nnnn12
23.3 | -2.05 | -1.29 | Cc1cccc(/C(N)=N/OC(=O)c2cccs2)c1
23.1 | 1.19 | 1.07 | CN1CCN(Cc2nc3c(c(=O)n(C)c(=O)n3C)n2Cc2cccc3ccccc23)CC1
0.0 | -0.15 | -0.85 | CCN1CCc2nc(SCC(=O)Nc3ccc(OC)cc3)c(C#N)cc2C1
0.0 | -0.83 | -1.26 | O=C(NCc1ccc(F)cc1)C(Cc1ccccc1)NS(=O)(=O)c1cccs1 (stereo not given)
0.0 | 0.94 | 0.73 | CCCCOc1ccc(OC(=O)c2cccnc2)cc1
8.3 | -0.6 | -1.05 | O=C(O)[C@H]1CCCC[C@H]1C(=O)Nc1ccc(Nc2ccccc2)cc1
45.5 | -0.04 | 0.22 | COc1ccc(Cc2noc(-c3ccc(OC)c(OC)c3)n2)cc1OC
/ | 0.09 | 0.29 | O=C(NC(Cc1ccccc1)c1nc2ccccc2[nH]1)c1ccc(Cl)c([N+](=O)[O-])c1 (stereo not given)
-8.6 | / | / | Cc1cc(C)c(OCCCCN(C)C)c(Br)c1
47.4 | / | / | NC(=O)c1ccc(N2CCOCC2)nc1
0.0 | / | / | CC(C)CNC(=O)CC(c1ccccc1)c1ccccc1
? | 0.19 | -0.56 | Cc1cccc(OCC(=O)NCCN2CCOCC2)c1
18.5 | 0.59 | 0.69 | COc1ccccc1NC(=O)c1ccc(NC(=O)CSc2n[nH]c(N)n2)cc1
22.2 | / | / | O=C(Nc1cccnc1Cl)c1cccc(F)c1
/ | 1.01 | 0.07 | C=CCn1c(SCC(=O)N(C)C2CCS(=O)(=O)C2)nnc1-c1ccncc1 (stereo not given)
-10.0 | 0.66 | 1.06 | Cc1cc(=O)[nH]c(SCC(=O)c2ccc(C)c(C)c2)n1
-63.6 | / | / | CC1CCCCN1S(=O)(=O)c1ccc(C(=O)Nc2nnc(-c3ccccn3)o2)cc1 (stereo not given)
37.1 | 1.07 | 0.68 | O=C(Cn1nc(C(F)F)cc1C(F)F)NNC(=S)Nc1ccc(Cl)cc1
/ | 0.34 | -0.38 | O=C(CSc1ccc(-c2ccco2)nn1)NCc1ccccc1
-43.5 | -0.71 | -0.46 | O=C1CN(C(=O)COC(=O)c2cccc(S(=O)(=O)NCc3ccccc3)c2)c2ccccc2N1
-25.0 | / | / | CN(C(=O)CC(=O)Nc1ccc(Cl)c(Cl)c1)c1ccccc1
16.1 | 0.98 | 1.1 | Cc1[nH]c(=O)[nH]c(=O)c1S(=O)(=O)N1CCCC(C(=O)NCc2ccco2)C1 (stereo not given)
-384.6 | 0.32 | 0.22 | COc1ccc(NC(=O)CSc2nnc(-c3ccccc3)n2N)cc1
7.7 | -0.96 | -0.24 | COc1ccc(NC(=O)CN(C)S(=O)(=O)c2ccc(Cl)cc2)c([N+](=O)[O-])c1
17.9 | / | / | CCNC(=O)C1CCCN(c2nc(C)cc(C)n2)C1 (stereo not given)
36.4 | / | / | CCCCN(CC)S(=O)(=O)c1c(C)[nH]c(=O)[nH]c1=O
-28.6 | -0.28 | -0.51 | CCN(CC)c1ccc(NC(=O)CN2CCN(c3ccccc3F)CC2)cc1
-248.2 | 0.68 | -0.29 | Nc1nc(SCC(=O)N2CCc3ccccc32)[nH]c(=O)c1-c1ccccc1
-72.7 | 0.63 | -0.33 | CCn1c(SCC(=O)Nc2c(C)n(C)n(-c3ccccc3)c2=O)nnc1-c1cccc(C)c1

# From PubChem BioAssay

# This is a subset (hit frequency here may not be typical).
